Screens from PubChem BioAssay.
OX1R antag-1 = blocks the human orexin 1 receptor; CHO/OX1R cells, Fluo-8 calcium fluorescence, orexin A; O43613; 330,000 tested, 0.43% active; AID 434989; inhibition, % at 5 µM;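 active means inhibition above its plate's threshold, mean inhibition of all tested compounds on the plate plus 3 SD, cut at about 37% in these data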;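 further: 0% = orexin A challenge wells and 100% = SB-334867-A antagonist wells; not every result past the cut was called active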
Target sequence (O43613 whole entry, looked up): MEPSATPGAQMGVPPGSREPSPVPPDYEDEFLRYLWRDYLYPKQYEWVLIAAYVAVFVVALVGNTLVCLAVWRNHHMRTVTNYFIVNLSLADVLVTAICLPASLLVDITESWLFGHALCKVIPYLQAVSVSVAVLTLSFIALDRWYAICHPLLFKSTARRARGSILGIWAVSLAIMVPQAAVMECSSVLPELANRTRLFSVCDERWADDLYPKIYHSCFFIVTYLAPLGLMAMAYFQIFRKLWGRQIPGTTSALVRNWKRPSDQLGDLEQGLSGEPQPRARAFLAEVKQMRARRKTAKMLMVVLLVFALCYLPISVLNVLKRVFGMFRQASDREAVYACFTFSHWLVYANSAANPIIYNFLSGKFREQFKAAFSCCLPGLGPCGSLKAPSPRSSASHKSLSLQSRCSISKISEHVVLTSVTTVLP
OX1R antag-2 = blocks the human orexin 1 receptor; O43613; OX1R-expressing cells, FRET antagonist read-out; inhibition, % at 6.6 µM; 330,000 tested, 1.8% active; AID 485270; in the data active means inhibition mostly above about 38%, no sharp cut-off; inactive means mostly below about 40%;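 further: 0% = agonist challenge alone and 100% = reference antagonist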
STK33 kinase inh = inhibitors of human STK33 kinase; Q9BYT3; purified STK33, MBP phosphorylation, ADP-Glo luminescence; inhibition, % at 10 µM; 320,000 tested, 0.073% active; AID 2661;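 active means inhibition at or above 25%, using the most active replicate where run in duplicate; inactive means inhibition below 25%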
Target sequence (Q9BYT3 whole entry, looked up): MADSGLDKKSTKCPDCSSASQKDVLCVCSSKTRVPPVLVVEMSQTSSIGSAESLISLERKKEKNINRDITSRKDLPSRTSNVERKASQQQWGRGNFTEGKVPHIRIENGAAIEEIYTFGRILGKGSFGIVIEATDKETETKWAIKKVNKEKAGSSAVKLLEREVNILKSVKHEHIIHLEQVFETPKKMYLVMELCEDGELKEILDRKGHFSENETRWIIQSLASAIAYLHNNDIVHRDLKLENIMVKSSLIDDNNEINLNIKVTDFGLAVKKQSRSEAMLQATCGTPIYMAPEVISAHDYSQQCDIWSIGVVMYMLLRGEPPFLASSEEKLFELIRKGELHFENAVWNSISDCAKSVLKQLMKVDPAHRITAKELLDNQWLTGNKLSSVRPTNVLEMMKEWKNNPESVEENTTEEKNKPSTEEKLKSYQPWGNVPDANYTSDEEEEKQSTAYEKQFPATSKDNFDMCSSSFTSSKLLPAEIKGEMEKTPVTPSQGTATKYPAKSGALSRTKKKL
* marks the source's active call; other numbers are inactive results.

Screening CNC(=O)CC1C(=O)N(c2ccc(Cl)cc2)C(=S)N1CCc1ccc(OC)c(OC)c1 (configuration not stated) returned OX1R antag-1 -9, OX1R antag-2 13 and STK33 kinase inh -0.5.
For NNC(=O)CN1C(c2ccccc2)=Nc2ccc(Br)cc2C1c1ccccc1 (configuration not stated) the results were OX1R antag-1 -37, OX1R antag-2 3 and STK33 kinase inh 1.0.
`Cc1ccc(C2=NN(S(C)(=O)=O)C(c3ccc4nccnc4c3)C2)cc1` (configuration not stated) gave OX1R antag-1 -5, OX1R antag-2 17 and STK33 kinase inh -1.4.
Screening O=C(NCC1CCCO1)C1C2C=CC3(CN(Cc4cccs4)C(=O)C13)O2 (configuration not stated) returned OX1R antag-1 -1, OX1R antag-2 12 and STK33 kinase inh 0.1.
Cc1cc(C)c(CSc2nnnn2-c2ccc(C(=O)O)cc2)c(C)c1 was read as OX1R antag-1 1, OX1R antag-2 16 and STK33 kinase inh -3.4.
Screening COc1ccccc1-c1cc(C(=O)Nc2sc3c(c2C#N)CCC(C)C3)c2ccccc2n1 (configuration not stated) returned OX1R antag-1 -27, OX1R antag-2 1 and STK33 kinase inh -1.2.
`Cc1cc(=S)[nH]c2c(C)cccc12` gave OX1R antag-1 -11, OX1R antag-2 7 and STK33 kinase inh -2.0.
c1ccc2sc(N3CCOCC3)nc2c1 was read as OX1R antag-1 -13, OX1R antag-2 5 and STK33 kinase inh -0.5.
O=C(NNC(=O)c1cc(-c2ccc(Cl)cc2Cl)nc2ccccc12)Nc1ccccc1 was read as OX1R antag-1 -36, OX1R antag-2 7 and STK33 kinase inh -0.3.
Screening CC(O)CCC(=O)NCCNC(=O)CCC(C)O (configuration not stated) returned OX1R antag-1 -3, OX1R antag-2 7 and STK33 kinase inh -0.9.
COCCNC(=S)N1C2CCC1CC(NC(=O)NC13CC4CC(CC(C4)C1)C3)C2 (configuration not stated) was read as OX1R antag-1 -27, OX1R antag-2 7 and STK33 kinase inh -3.2.
Screening O=C(NC(=S)Nc1nc(-c2ccccc2)cs1)c1cccs1 returned OX1R antag-1 7, OX1R antag-2 21 and STK33 kinase inh -0.6.
Screening Nn1c(-c2ccco2)n[nH]c1=S returned OX1R antag-1 -3, OX1R antag-2 7 and STK33 kinase inh 1.5.
For COc1ccc(C(=O)C2CCCN(C(=O)Cn3cncn3)C2)cc1OC (configuration not stated) the results were OX1R antag-1 -9, OX1R antag-2 1 and STK33 kinase inh -0.7.
O=C1OC(N2C(=O)CC[C@H]2C(=O)Nc2ccc(F)c(F)c2)c2ccccc21 (some centres not stated) was read as OX1R antag-1 -15, OX1R antag-2 6 and STK33 kinase inh 3.6.
For Cc1c(Br)c([N+](=O)[O-])nn1CC(=O)Nc1ccc2nc3n(c(=O)c2c1)CCCC3 the results were OX1R antag-1 -18, OX1R antag-2 0 and STK33 kinase inh 0.5.
`CCCN(CCC)S(=O)(=O)c1ccc(Cl)c(OC)c1` gave OX1R antag-1 -29, OX1R antag-2 14 and STK33 kinase inh -0.7.
CNC(=O)Cc1csc2ccc(C)cc12 was read as OX1R antag-1 -20, OX1R antag-2 4 and STK33 kinase inh -2.0.
`CCCCn1c(CN2C(=O)c3ccccc3C2=O)nc2ccccc2c1=O` gave OX1R antag-1 -11, OX1R antag-2 8 and STK33 kinase inh 0.8.
Screening Cc1ccnn1CC(=O)N/N=C/c1c[nH]c2ccccc12 returned OX1R antag-1 16, OX1R antag-2 10 and STK33 kinase inh -0.2.
For COC(=O)c1ccc(C2c3[nH]c4ccccc4c3C[C@H]3C(=O)N(C)CC(=O)N23)cc1 (some centres not stated) the results were OX1R antag-1 -13, OX1R antag-2 -1 and STK33 kinase inh -0.8.
For CCOc1ccc(S(=O)(=O)NCCC(=O)NCC2CCCO2)cc1 (configuration not stated) the results were OX1R antag-1 8, OX1R antag-2 -3 and STK33 kinase inh 0.5.
Cc1ccc(C)c(N(C(=O)Cc2cccs2)C(C(=O)NC2CCCC2)c2ccc(C)o2)c1 (configuration not stated) was read as OX1R antag-1 -16, OX1R antag-2 11 and STK33 kinase inh -0.4.
C=CCN(CC=C)C(=S)NC(=O)Cc1cccc2ccccc12 was read as OX1R antag-1 -31, OX1R antag-2 40 and STK33 kinase inh -0.4.
`CCN(CC)C(=O)N1CCN(S(=O)(=O)c2ccc(C)c(C)c2)CC1` gave OX1R antag-1 9, OX1R antag-2 7 and STK33 kinase inh 0.2.
Screening COc1ccc(NC(=O)c2ccc(Cl)c(S(=O)(=O)NCC3CCCO3)c2)c(OC)c1 (configuration not stated) returned OX1R antag-1 -4, OX1R antag-2 7 and STK33 kinase inh -1.9.
COc1ccc(/C=N/NC(=O)c2nn(-c3ccc(Cl)cc3)c(=O)c3c(N)scc23)cc1 was read as OX1R antag-1 -14, OX1R antag-2 52* and STK33 kinase inh -0.8.
For CC(=O)c1c(C)[nH]c(C(=O)N2CCN(C(=O)c3ccco3)CC2)c1C the results were OX1R antag-1 -9, OX1R antag-2 15 and STK33 kinase inh -4.3.
CCc1cccc(CC)c1N(COC)C(=O)Cn1c(CO)nc2ccccc21 was read as OX1R antag-1 -32, OX1R antag-2 8 and STK33 kinase inh -0.4.
For CCOC(=O)c1c(NC(=O)c2ccc(C)cc2)sc2c1CC(C)(C)OC2 the results were OX1R antag-1 -19, OX1R antag-2 14 and STK33 kinase inh 1.1.
For CCOC(=O)C1(CCOC)CCN(Cc2cnc(-c3cccc(C)c3)nc2)CC1 the results were OX1R antag-1 -14, OX1R antag-2 8 and STK33 kinase inh 1.1.
`O=C(O)c1ccc(CNC(=O)c2ccccc2NC(=O)c2ccc([N+](=O)[O-])cc2)cc1` gave OX1R antag-1 -23, OX1R antag-2 24 and STK33 kinase inh -0.4.
`FC(F)(F)c1cc(-c2ccco2)nc(N2CCOCC2)n1` gave OX1R antag-1 -12, OX1R antag-2 6 and STK33 kinase inh -0.4.
Cc1cccc(NC(=O)C2CCCN(S(=O)(=O)c3cccc4cccnc34)C2)c1 (configuration not stated) was read as OX1R antag-1 6, OX1R antag-2 54* and STK33 kinase inh -0.4.
For CCOC(=O)C1=C(COC(=O)/C=C/c2ccc(OC)cc2OC)NC(=O)NC1C (configuration not stated) the results were OX1R antag-1 -4, OX1R antag-2 41 and STK33 kinase inh 1.2.
For O=C1CCN(Cc2nnnn2CC2CCCO2)c2ccccc2N1 (configuration not stated) the results were OX1R antag-1 10, OX1R antag-2 13 and STK33 kinase inh -0.7.
For CC(=O)c1ccc(OCC(O)CN2C(C)CCCC2C)cc1 (configuration not stated) the results were OX1R antag-1 -7, OX1R antag-2 6 and STK33 kinase inh 0.2.
COc1cc(/C=C(\C#N)C(=O)c2c[nH]c3ccccc23)cc(OC)c1O was read as OX1R antag-1 6, OX1R antag-2 36 and STK33 kinase inh 5.8.
`COc1ccc(CCNC(=O)COC(=O)c2sc(C)nc2C)cc1` gave OX1R antag-1 -29 and OX1R antag-2 6.
Cc1noc(C)c1COc1cccc(C(=O)OCC(=O)NCCN2C(=O)CSC2=O)c1 was read as OX1R antag-1 -22, OX1R antag-2 15 and STK33 kinase inh -0.8.

Structures listed so far with a COOH group, in the order listed:
Cc1cc(C)c(CSc2nnnn2-c2ccc(C(=O)O)cc2)c(C)c1 was read as OX1R antag-1 1, OX1R antag-2 16 and STK33 kinase inh -3.4.
`O=C(O)c1ccc(CNC(=O)c2ccccc2NC(=O)c2ccc([N+](=O)[O-])cc2)cc1` gave OX1R antag-1 -23, OX1R antag-2 24 and STK33 kinase inh -0.4.

(next part)
Cc1ccc(C2=NN=C(NC(=O)CSc3nc(C)cc(C)n3)SC2)cc1 was read as OX1R antag-1 -3 and OX1R antag-2 10.
CC(C)C[C@H](NC(=O)c1nc[nH]c1C(=O)NCc1ccc(CNC(=O)OC(C)(C)C)cc1)C(=O)OCc1ccccc1 was read as OX1R antag-1 -10, OX1R antag-2 20 and STK33 kinase inh 0.2.
c1ccc2c3c(c(CN4CCCCC4)cc2c1)COC3 was read as OX1R antag-1 -23, OX1R antag-2 9 and STK33 kinase inh -1.6.
Screening CC(=O)C1C(c2ccccc2)c2c(noc2C)CC1(C)O (configuration not stated) returned OX1R antag-1 -20, OX1R antag-2 10 and STK33 kinase inh -0.1.
Screening CC1CC/C(=N/Nc2ccccc2)C(=O)N1 (configuration not stated) returned OX1R antag-1 -4, OX1R antag-2 23 and STK33 kinase inh 0.7.
CCOC(=O)C1(Cc2cccc(OC)c2)CCCN(S(=O)(=O)c2cccnc2)C1 (configuration not stated) was read as OX1R antag-1 -27, OX1R antag-2 27 and STK33 kinase inh 0.0.
`O=C(NCCO)c1cc([N+](=O)[O-])cc2c1C=Cc1ccccc1O2` gave OX1R antag-1 -13, OX1R antag-2 42 and STK33 kinase inh 0.4.
For CCCCn1c(=S)[nH]c2ccccc2c1=O the results were OX1R antag-1 -9, OX1R antag-2 7 and STK33 kinase inh -0.6.
`CCS(=O)(=O)c1ccc2c(c1)N(S(=O)(=O)c1ccc(C)cc1)CC(C(=O)O)O2` (configuration not stated) gave OX1R antag-1 -6, OX1R antag-2 26 and STK33 kinase inh -0.2.
Screening Cc1c(C(=O)N2CCN(c3ccc([N+](=O)[O-])cc3)CC2)oc2ccccc12 returned OX1R antag-1 13, OX1R antag-2 14 and STK33 kinase inh 0.2.
O=C(CCCCl)NC(=S)Nc1ccc(N2CCOCC2)cc1 was read as OX1R antag-1 8, OX1R antag-2 15 and STK33 kinase inh -0.8.
CCOCCCN(C)C1CCN(C(=O)c2oc3ccccc3c2NC(=O)COc2cccc(C)c2)CC1 was read as OX1R antag-1 -29, OX1R antag-2 2 and STK33 kinase inh -0.1.
For Cc1c(C(=O)N2CCc3ccccc3C2)oc2ccc(S(=O)(=O)N3CC(C)CC(C)C3)cc12 (configuration not stated) the results were OX1R antag-1 -20, OX1R antag-2 18 and STK33 kinase inh -1.9.
O=C(c1ccccc1S(=O)(=O)NCc1ccccc1)N1CCCC1 was read as OX1R antag-1 11, OX1R antag-2 9 and STK33 kinase inh -1.0.
COC(=O)[C@]1(C)N[C@H](c2ccc(-c3ccc(OC)cc3)cc2)[C@@H]2C(=O)N(C)C(=O)[C@@H]21 was read as OX1R antag-1 -11, OX1R antag-2 3 and STK33 kinase inh 0.0.
`O=C(c1cc(Br)c[nH]1)N1CCCCC1` gave OX1R antag-1 -1, OX1R antag-2 -2 and STK33 kinase inh 1.2.
Screening S=C(Nc1ccc(Cl)cc1)c1nc2ccccc2[nH]1 returned OX1R antag-1 -12, OX1R antag-2 -6 and STK33 kinase inh -0.9.
O=C1CC(c2ccc(Cl)cc2)n2nc(N3C(=O)c4ccccc4C3=O)nc2N1 (configuration not stated) was read as OX1R antag-1 -27, OX1R antag-2 -4 and STK33 kinase inh -0.6.
For O=C(NCc1ccccc1)/C(=C/c1ccco1)NC(=O)c1ccco1 the results were OX1R antag-1 2, OX1R antag-2 2 and STK33 kinase inh -0.9.
O=C(CN1C(=O)C(=O)N(Cc2ccccc2)C1=O)Nc1ccc(F)c(Cl)c1 was read as OX1R antag-1 -9, OX1R antag-2 0 and STK33 kinase inh -0.7.
CCOC(=O)C1CN(S(=O)(=O)c2ccc(OC)cc2)c2cc(CC(=O)OC)ccc2O1 (configuration not stated) was read as OX1R antag-1 -1, OX1R antag-2 25 and STK33 kinase inh -0.2.
Screening COc1cccc(C(=O)NCc2n[nH]c(=S)n2-c2cccc(C)c2)c1 returned OX1R antag-1 -6, OX1R antag-2 3 and STK33 kinase inh -3.0.
`Cc1[nH]c(C)c(S(=O)(=O)N2CCc3ccccc32)c1C(=O)N1CCCCC1` gave OX1R antag-1 -10, OX1R antag-2 14 and STK33 kinase inh -0.9.
CCN(CC(=O)Nc1ccc(NC(C)=O)cc1)CC(=O)Nc1ccc(F)c(Cl)c1 was read as OX1R antag-1 -6, OX1R antag-2 13 and STK33 kinase inh 1.3.
For C=CCNC(=O)c1c(CSc2ccc(F)cc2)noc1C(=O)NCCC the results were OX1R antag-1 -18, OX1R antag-2 5 and STK33 kinase inh -2.1.
Screening COc1ccc(S(=O)(=O)NC(N)=NCCc2ccc(OC)c(OC)c2)cc1 returned OX1R antag-1 -9, OX1R antag-2 12 and STK33 kinase inh -1.1.
Screening COc1ccc2c(CC(=O)N3CCc4ccccc43)coc2c1 returned OX1R antag-1 -14, OX1R antag-2 20 and STK33 kinase inh -0.2.
CCN1C(=O)C(O)(CC(=O)c2ccccn2)c2ccccc21 (configuration not stated) was read as OX1R antag-1 -14, OX1R antag-2 11 and STK33 kinase inh 2.0.
For Cc1cc(C)nc(N(C#N)Cc2cccc([N+](=O)[O-])c2)n1 the results were OX1R antag-1 -11, OX1R antag-2 13 and STK33 kinase inh 0.3.
O=C(COc1ccccc1)N1c2ccccc2Sc2ccccc21 was read as OX1R antag-1 -37, OX1R antag-2 13 and STK33 kinase inh 0.3.
Screening Cc1nc2ccccc2nc(C)c1=NOCc1cccc(F)c1 returned OX1R antag-1 -15, OX1R antag-2 23 and STK33 kinase inh -1.2.
Screening O=C(NC12CC3CC(CC(C3)C1)C2)c1ccco1 returned OX1R antag-1 -14, OX1R antag-2 0 and STK33 kinase inh -1.0.

Compounds listed so far containing bromine, in the order listed:
For NNC(=O)CN1C(c2ccccc2)=Nc2ccc(Br)cc2C1c1ccccc1 (configuration not stated) the results were OX1R antag-1 -37, OX1R antag-2 3 and STK33 kinase inh 1.0.
For Cc1c(Br)c([N+](=O)[O-])nn1CC(=O)Nc1ccc2nc3n(c(=O)c2c1)CCCC3 the results were OX1R antag-1 -18, OX1R antag-2 0 and STK33 kinase inh 0.5.
`O=C(c1cc(Br)c[nH]1)N1CCCCC1` gave OX1R antag-1 -1, OX1R antag-2 -2 and STK33 kinase inh 1.2.

Rows are unselected; 2.2% or so of the library scored in one or more.
